# Screening data: PubChem, several laboratories
# PPARg SRC2 recr: promotes SRC-2 coactivator recruitment by human PPARgamma. activation, % at 8 µM. actives 0.34% (n = 200,000). PPARgamma LBD-SRC-2 recruitment, biochemical; in the data active = activation above about 22%;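 note: 0% = vehicle and 100% = reference agonist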
# Target sequence (P37231 whole entry, looked up, the tested form may be a part): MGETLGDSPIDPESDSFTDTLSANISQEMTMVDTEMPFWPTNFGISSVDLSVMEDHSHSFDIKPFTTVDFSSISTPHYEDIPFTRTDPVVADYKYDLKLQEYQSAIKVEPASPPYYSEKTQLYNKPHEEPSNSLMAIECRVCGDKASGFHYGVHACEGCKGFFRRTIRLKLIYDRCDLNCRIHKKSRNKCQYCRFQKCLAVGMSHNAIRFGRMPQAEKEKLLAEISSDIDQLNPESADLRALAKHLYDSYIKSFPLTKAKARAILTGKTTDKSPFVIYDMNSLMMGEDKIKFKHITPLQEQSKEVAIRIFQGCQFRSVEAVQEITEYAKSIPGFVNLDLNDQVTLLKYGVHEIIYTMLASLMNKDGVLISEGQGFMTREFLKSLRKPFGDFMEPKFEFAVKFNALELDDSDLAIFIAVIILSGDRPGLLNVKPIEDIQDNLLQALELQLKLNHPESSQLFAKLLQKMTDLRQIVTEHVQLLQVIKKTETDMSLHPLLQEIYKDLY
# STAT1 blocker: inhibitors of IFN-gamma induced STAT1 signaling | NIH 3T3 STAT1-luciferase reporter, luminescence | inhibition, % at 5.5 µM | actives 0.35% (n = 200,000);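 active = inhibition above a set limit, the mean inhibition across all tested compounds plus 3 SD, cut at about 34% in these data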;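 note: 0% = IFN-gamma with DMSO and 100% = IFN-gamma with 300 µM nifuroxazide; values of inactives mirror those of a sister screen read the other way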
# STAT3 act: activators of IL-6 induced STAT3 signaling. U3A cells, IL-6 STAT3-luciferase reporter, luminescence; 100% = signal with IL-6 EC80 alone. activation (% of control), % at 5.6 µM. actives 0.91% (n = 190,000). AID 871;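 active = activation above the screen-wide mean of compound activation plus 3 SD, cut at about 130% in these data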;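 note: 0% = background luminescence of wells with medium and substrate only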
#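 Material: human STAT1-deficient U3A cells with stable STAT3-luciferase reporter / Probe or stimulus: IL-6 stimulus at 33 ng/mL final / Schedule: 1 h compound pre-exposure, 6 h IL-6 stimulation, 37 °C / Technique: luminescence / Read-out basis: percent of IL-6-only median luminescence / Control set: IL-6-only high control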
# bIAP activator: intestinal alkaline phosphatase (bovine) activation. purified bovine IAP, CDP-star luminescence, 30 min; active compounds read high; fold of DMSO-control signal, blank-subtracted. activation factor at 20 µM. actives 0.17% (n = 200,000). AID 1016;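 active = activation factor of 2 or more at 20 µM, a signal rise over negative controls twice the positive control's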
# TNAP act hiacc: TNAP (human) activation, high acceptor. purified TNAP, CDP-star luminescence, 1 M DEA, 30 min; active compounds read high; 0 = EDTA background, 1 = DMSO-only activity. activation factor at 20 µM. 200,000 tested, under 10 active. AID 1136;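 active = activation factor at least 2 at 20 µM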
# Target sequence (P05186 whole entry, looked up): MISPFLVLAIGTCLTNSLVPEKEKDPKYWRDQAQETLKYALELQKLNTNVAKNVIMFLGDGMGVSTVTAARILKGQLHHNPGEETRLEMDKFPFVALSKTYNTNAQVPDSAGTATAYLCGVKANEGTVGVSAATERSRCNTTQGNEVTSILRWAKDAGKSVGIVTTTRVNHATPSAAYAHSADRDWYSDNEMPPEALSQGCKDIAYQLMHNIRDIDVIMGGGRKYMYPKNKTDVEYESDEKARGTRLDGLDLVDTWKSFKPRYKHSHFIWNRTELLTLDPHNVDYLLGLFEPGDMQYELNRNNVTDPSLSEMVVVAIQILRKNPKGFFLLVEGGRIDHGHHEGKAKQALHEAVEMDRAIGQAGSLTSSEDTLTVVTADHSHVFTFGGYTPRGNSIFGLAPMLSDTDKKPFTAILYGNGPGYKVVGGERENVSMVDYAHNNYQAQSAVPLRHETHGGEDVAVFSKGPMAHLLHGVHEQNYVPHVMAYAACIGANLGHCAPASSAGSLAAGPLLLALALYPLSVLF
#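 Measured by: Luminescent substrate turnover signal | Test system: Human TNAP | Input: TNAP 1/800 final | Dosing: 20 µM single point | Schedule: 30 min, room temperature | Controls: EDTA wells as negative control, DMSO wells as positive control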
# STAT3 blocker: STAT3 signaling inhibition; U3A cells, IL-6 STAT3-luciferase reporter, luminescence; host cell line lacks STAT1; inhibition, % at 5.5 µM; actives 0.89% (n = 190,000);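 active = inhibition above the mean inhibition across all screened compounds plus 3 SD, cut at about 44% in these data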;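 note: 0% = DMSO only wells and 100% = 100 µM nifuroxazide control wells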
# TR-FRET SRC-2 ct: counter-screen for PPARgamma SRC-2 recruitment agonists: TR-FRET artefact. TR-FRET ratio at 8 µM. active compounds read high. actives 0.4% (n = 200,000); in the data active = TR-FRET ratio above about 2000; note: inactives centre near 1500
# bIAP inh: intestinal alkaline phosphatase (bovine) inhibition | inhibition, % at 20 µM | AID 1019 | purified bovine IAP, CDP-star luminescence, 30 min | 190,000 tested, under 10 active;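 active = over 50% inhibition of intestinal alkaline phosphatase at 20 µM in the single-dose screen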
#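 System: Purified bovine intestinal alkaline phosphatase (IAP) enzyme | Input: IAP diluted 1/65,000,000 in the well | Also added: CDP-star chemiluminescent phosphatase substrate, 30 µM final | Dosing: 20 µM single dose | Times: Enzyme reaction for 30 min at room temperature | Detection: Luminescence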
# PPARg SRC-1 ag: PPARgamma-driven SRC-1 recruitment agonism | activation, % at 8 µM | PPARgamma-SRC-1 coactivator recruitment biochemical assay | AID 631 | actives 0.41% (n = 200,000) | P37231; in the data active = activation above about 19%;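 note: 0% = DMSO and 100% = reference agonist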
# PPARg SRC-3 ag: agonists of human PPARgamma SRC-3 coactivator recruitment; biochemical PPARgamma/SRC-3 coactivator recruitment assay; activation, % at 8 µM; actives 0.26% (n = 200,000); in the data active = activation above about 23%;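 note: 0% = DMSO and 100% = reference agonist; some compounds past the cut are filed as inactive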
# ROMK primary: human ROMK K+ channel modulation, primary screen; Tet-inducible ROMK, thallium flux fluorescence; actives lie on both sides; B-score at 10 µM; actives 2% (n = 130,000);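 active = signal ratio slope over the read window, or its plate-corrected B-score, at least 3 SD from the plate mean, either direction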;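 note: B-score of the F/F0 ratio slope over 7 to 12 s after thallium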
# Starred values were filed as active, the others as inactive; . = not tested or not shown.
SMILES,PPARg SRC2 recr,STAT1 blocker,STAT3 act,bIAP activator,TNAP act hiacc,STAT3 blocker,TR-FRET SRC-2 ct,bIAP inh,PPARg SRC-1 ag,PPARg SRC-3 ag,ROMK primary
CCc1nnc(NC(=O)CSc2nnc(-c3c[nH]c4ccccc34)n2CC)s1,-4,-15,104,0.9,1,0,1557,10,-2,0,-0.31
Cc1nc(-c2coc3cc(C)c(N=O)c(O)c3/c2=N\N)cs1,3,-4,102,1,0.9,7,1569,4,3,6,-0.81
Cc1ccc2[nH]ccc(=O)c2c1,6,-1,98,0.9,1,0,1564,14,6,1,0.49
CNc1nc2c3ccccc3n(C(C)=O)c2s1,6,-11,88,0.9,1,12,1476,12,8,-1,0.52
Cc1cc2nnc(SCC(=O)NCc3cccs3)n2c2ccccc12,6,-7,86,1,1,16,1663,2,5,2,3.1
COc1cccc(NC(=O)Cn2c(=O)n(-c3cc(OC)c(OC)c(OC)c3)c(=O)c3ccccc32)c1,6,-7,103,1.1,1,-2,1868,-9,8,3,0.96
N#C/C(=N\Nc1ccc(Cl)cc1)C(=N)N1CCCCC1,4,-135,85,0.7,1,21,1567,31,-6,-4,.
O=C(O)c1ccc2c(c1)CC(c1ccccc1)OC2=O (stereo unspecified),6,-3,102,.,.,2,1370,.,-9,3,1.5
CCOC(=O)C1=C(c2ccccc2)N(C)C(=O)NC1c1ccc(O)c(OC)c1 (stereo unspecified),6,-2,102,0.9,1,0,1676,10,4,-6,.
CCn1c(SCc2nc(CC(=O)Nc3ccccc3OC)no2)nnc1-c1cccs1,7,-2,100,1,1,7,1471,4,1,-4,.
CN(Cc1ccccc1)C(=O)C1CCCN(Cc2cccc(Cl)c2)C1 (stereo unspecified),0,5,94,1,1,15,1643,2,3,2,-0.67
COc1ccccc1C(=O)N1CCN=C1c1ccccc1,19,0,93,0.9,1,12,1642,7,1,10,-0.19
COc1ccc(/C=N/Nc2c(Cl)cc(Cl)cc2Cl)cc1CN1CCOCC1,-9,-8,100,1,1,-1,1538,2,0,-1,0.49
Cc1cc([N+](=O)[O-])nn1CCCC(=O)Nc1ccc(Cl)cc1Cl,-1,2,82,1.1,1,24,1502,-8,-6,-4,-0.017
CC(CC(=O)O)CC(=O)Nc1cc([N+](=O)[O-])ccc1O (stereo unspecified),9,0,101,0.8,0.9,0,1636,18,11,2,-0.073
Cc1nc(SCC(=O)c2c[nH]c3ccccc23)n[nH]1,10,3,103,1.1,1,0,1545,-9,5,-2,-0.055
COc1ccc(-c2csc3ncnc(Oc4cccc5ccc(C)nc45)c23)cc1,-3,1,109,1.4,1,-16,1510,-37,11,-4,.
Cc1ccc2nc(C3CCN(CC(=O)Nc4ccc5c(c4)OCCO5)CC3)[nH]c2c1,-2,2,100,2.1*,1,4,1346,-113,4,-6,0.093
CCCS(=O)(=O)N1CCC(C(=O)NCCCOCC)CC1,4,4,106,0.9,1,-4,1595,6,-8,-8,.
CCC(=O)NNc1nc2c(C)cccc2s1,2,4,112,1.3,1,-14,1456,-33,4,-4,0.9
C/C(=N\NC(=O)c1cccs1)c1ccc2c(c1)OCO2,-5,-25,97,1,1,6,1581,-1,-5,-5,1.8
COC(=O)c1ccc(CSc2nnc(-c3ccncc3)o2)o1,2,10,95,0.8,1,8,1649,17,1,10,-0.17
COc1ccc(-c2nc(C)c(C(C)=O)n2O)cc1[N+](=O)[O-],6,-10,97,0.9,1,11,1857,6,1,-2,-0.25
FC(F)(F)C1=CC(c2ccc(Cl)cc2)=NCCN1,-1,0,97,0.9,1,7,1637,5,-1,0,.
CC(=O)N1CCN(CC(O)COc2ccc(OCc3ccccc3)cc2)CC1 (stereo unspecified),5,5,97,1,1,8,1420,3,-5,1,.

# Quoted at random: 4 entries already listed, in no set order.
SMILES,PPARg SRC2 recr,STAT1 blocker,STAT3 act,bIAP activator,TNAP act hiacc,STAT3 blocker,TR-FRET SRC-2 ct,bIAP inh,PPARg SRC-1 ag,PPARg SRC-3 ag,ROMK primary
C/C(=N\NC(=O)c1cccs1)c1ccc2c(c1)OCO2,-5,-25,97,1,1,6,1581,-1,-5,-5,1.8
COc1ccc(/C=N/Nc2c(Cl)cc(Cl)cc2Cl)cc1CN1CCOCC1,-9,-8,100,1,1,-1,1538,2,0,-1,0.49
CCCS(=O)(=O)N1CCC(C(=O)NCCCOCC)CC1,4,4,106,0.9,1,-4,1595,6,-8,-8,.
COc1ccc(-c2nc(C)c(C(C)=O)n2O)cc1[N+](=O)[O-],6,-10,97,0.9,1,11,1857,6,1,-2,-0.25

# Remaining list, next part:
SMILES,PPARg SRC2 recr,STAT1 blocker,STAT3 act,bIAP activator,TNAP act hiacc,STAT3 blocker,TR-FRET SRC-2 ct,bIAP inh,PPARg SRC-1 ag,PPARg SRC-3 ag,ROMK primary
Cc1c(NC(=O)CSc2nc(-c3ccco3)cc(C(F)(F)F)n2)c(=O)n(-c2ccccc2)n1C,0,-8,103,0.9,1,-1,1618,6,-1,11,0.62
COCCCn1c2nc3ccccc3nc2c2c(=O)n(Cc3ccc(Cl)cc3)cnc21,0,-1,93,0.9,1,17,1565,8,5,6,-1.2
Nc1ccc2nc(N3CCOCC3)sc2c1,10,-26,112,1.1,1,-6,1492,-5,10,-3,0.31
NC(=NCCc1c[nH]c2ccccc12)NS(=O)(=O)c1ccc2ccccc2c1,-1,7,97,1,1,4,1472,4,3,0,-0.62
O=[N+]([O-])c1ccccc1-c1cc(-c2cc(Cl)ccc2O)n[nH]1,2,-2,94,0.9,1,7,1611,10,5,3,-0.069
O=C(Cn1c(=O)n(CC2CCCO2)c(=O)c2ccccc21)c1ccccc1 (stereo unspecified),-2,2,103,1,1,1,1284,2,-9,6,.
Cn1nc(C(=O)Nc2ccc(S(=O)(=O)N3CCOCC3)cc2)c2ccccc2c1=O,3,-2,90,1,1,17,1452,-3,4,5,-1.3
C/C(=N\NC(=S)NC(C)C)c1ccccc1OC(F)F,3,-3,93,0.9,1.1,13,1499,14,12,4,-0.052
Cc1ccccc1-c1nc(C#N)c(NCc2ccco2)o1,3,2,98,0.9,1,11,1519,5,5,0,-0.24
Cc1ccc(-c2nn(-c3ccccc3)cc2CN(Cc2ccccc2)C(=O)CCC(=O)O)o1,-2,-4,104,1,1,-1,1482,-2,-2,-5,0.73
O=C(O)COc1c(Cl)cc(/C=C2\NC(=O)NC2=O)cc1Br,-7,-1,100,0.9,1.1,4,1559,8,-3,-1,.
Cc1cccc(NC(=O)c2ccccc2NC(=O)C(C)(C)C)n1,6,5,96,1,1,8,1515,0,-7,-3,0.63
CN(C(=O)Nc1ccc(S(=O)(=O)N(C)C)cc1)C1CCCCC1,2,-5,94,1,1,13,1631,0,-1,10,.
O=C(Cc1ccccc1)Nc1ccccc1N1CCOCC1,5,0,97,1,1,8,1718,-3,6,0,.
COC(=O)c1sccc1NC(=S)N1CCC(C(N)=O)CC1,-3,2,103,1.1,1,5,1382,-7,-2,-2,1.1
CCN(CC)S(=O)(=O)c1ccc(NC(=O)C(OC)c2ccccc2)cc1 (stereo unspecified),7,1,99,0.9,1,0,1400,8,6,-8,0.96
CCN1C(=O)/C(=C2/SC(C)=C(C)N2CC)SC1=S,10,-12,82,0.8,0.9,22,1791,20,17,8,.
O=C(CCNC(=O)c1ccccc1Cl)Nc1ccc(S(=O)(=O)Nc2ncccn2)cc1,-9,12,99,1,1,2,1352,0,-1,-4,0.45
O=C(/C=C/c1ccccc1)NC(=S)Nc1ccc(N2CCOCC2)cc1,7,7,87,0.8,1,25,1517,19,9,12,.
Cc1nc(C(=O)O)nn1-c1cc(Cl)ccc1Cl,5,-6,102,1,1,5,1627,1,3,3,0.99
Cc1ccc(S(=O)(=O)N(CC(=O)NCc2ccco2)Cc2ccccc2F)cc1,5,-7,103,0.8,1,3,1581,19,0,-3,.
NS(=O)(=O)c1ccc(CCNC(=O)NC2(C(F)(F)F)Oc3ccccc3O2)cc1,2,-18,103,0.9,0.9,0,1440,8,4,-3,0.68
S=C(Nc1ccccc1Oc1ccccc1)Nc1cccc(Cl)c1Cl,-2,7,79,0.9,0.9,27,1427,8,-4,-4,.
O=[N+]([O-])c1ccc(Cc2ccncc2)cc1,8,3,102,1,1,-1,1592,3,-2,0,0.48
Cc1ccc(NC(=O)Nc2ccc3c(c2)nc(C)n3C)cc1,1,-37,75,0.9,1.1,37,1489,15,6,-2,-0.21
# Other entries
SMILES,PPARg SRC2 recr,STAT1 blocker,STAT3 act,bIAP activator,TNAP act hiacc,STAT3 blocker,TR-FRET SRC-2 ct,bIAP inh,PPARg SRC-1 ag,PPARg SRC-3 ag,ROMK primary
CCOC(=O)Cc1csc(NC(=O)Nc2ccccc2)n1,11,-7,92,1,1,13,1630,5,4,-6,0.071
COc1ccc(S(=O)(=O)N(CCCN2CCCC2=O)Cc2cc3c(C)ccc(C)c3[nH]c2=O)cc1,8,-4,92,0.9,1,19,1542,5,12,7,.
FCCCOc1ccc(-c2nccc(-c3ccc(Cl)cc3)n2)cc1,2,-2,85,0.9,1,23,1772,9,2,7,.
O=C(Nc1ccccc1O)c1ccc(Cl)cc1,2,9,152*,1,1,-54,1817,1,2,0,.
Cc1nc2sc(C(c3cccs3)N3CCN(c4cccc(Cl)c4)CC3)c(O)n2n1 (stereo unspecified),6,13,108,0.9,1,-10,1733,8,7,6,.
CCOC(=O)CSc1nc(C)cc(C)c1C#N,-8,-2,99,0.9,1,3,1383,11,-2,-3,.
CCOC(=O)Cc1csc(N/C(=N/S(=O)(=O)c2ccc(F)cc2F)c2ccccc2)n1,-4,5,91,0.9,1,6,1595,6,4,0,.
CCN(CC(=O)NC(C)C)C(=O)CCNC(=O)c1ccc(Cl)cc1,13,-2,100,0.9,1,4,1492,12,7,2,.
Cc1ccc(CC(=O)N2CCN(c3cccc(C(F)(F)F)c3)CC2)cc1,-5,1,102,1,1,2,1349,2,-6,-12,.
Cc1ccc(NC(=O)C2(NC(=O)c3ccccn3)CCCCC2)cc1Br,4,8,103,1.1,1,-4,1645,-5,4,12,.
Cc1cc(NC(=O)COC(=O)C2CCN(S(=O)(=O)c3cccc(Cl)c3Cl)CC2)no1,14,4,95,0.9,1,10,1737,7,4,10,-0.47
CCOc1ccc(NCC(=O)Nc2ccc(C)cc2C)cc1,11,-7,90,0.9,1,14,1433,11,5,1,.
COc1ccc2oc(C(F)(F)C(F)F)cc(=O)c2c1,-4,-6,98,0.9,1,6,1559,9,-11,-5,.
NC(=O)c1ccc(N2CCCCC2)c(N2C(=O)CCC2=O)c1,9,-2,102,0.8,1.1,-1,1511,18,9,0,0.44
CCOC(=O)c1cnc2ccccc2c1NCCc1ccc(OC)c(OC)c1,5,7,91,1,1,16,1705,2,4,14,-2
COc1cc(-c2nc3cnccn3c2Nc2ccccc2)ccc1O,17,9,98,0.8,1,8,1654,20,4,14,.
O=C(Nc1ccc(N2C(=O)CCC2=O)cc1Cl)c1cccs1,6,-6,99,1,1,6,1363,1,-6,1,0.35
